RGS4 inh: Inhibitors of Regulator of G Protein Signaling (RGS) 4: qHTS | Regulator of G-protein signaling 4 (Homo sapiens), P49798 | Transcreener GDP fluorescence polarization, RGS4-accelerated GTP hydrolysis | Potency, µM (highest dose often 114 µM), for the others: at the highest dose activity change, negative = inhibition, actives largely listed as inhibitors | actives 0.039% (n = 390,000) | AID 504845, 2011; further: on the % scale 0 is the no-effect control and ±100 the full control effect; nearly all actives have a fitted effect of over 75% in size; some results filed as inactive show a strong effect at the top dose
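MLSMR compounds (23 nl, pin-transferred) preincubated 10 min at room temperature with a 500nM (2x) first reagent, then RGS4 at 900nM (2x) plus Transcreener GDP mix added; fluorescence polarization (620/688 nm) read before and after 90 min at 30 °C.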
12-LOX inh: Primary qHTS assay for inhibitors of human arachidonate 12S-lipoxygenase (ALOX12): Round 2; Potency, µM (series often up to 108 µM), without a hit: at the top dose activity change, negative = inhibition, hits mostly inhibitors; actives 1.1% (n = 580,000); purified 12hLO, xylenol orange hydroperoxide absorbance; AID 1671190, 2021; Polyunsaturated fatty acid lipoxygenase ALOX12 (Homo sapiens), P18054; further: on the % scale 0 is the no-effect control and ±100 the full control effect
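Hydroperoxide product was detected by ferrous iron/xylenol orange as the 573 to 405 nm absorbance ratio. Arachidonic acid at 40 uM (final) was turned over for 30 min at room temperature by 150 nM human 12hLO, pH 7.0 Hepes buffer, after 15 min compound preincubation.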
JMJD2A Tudor inh: qHTS Assay for Inhibitors of JMJD2A-Tudor Domain. Potency, µM (highest dose often 114 µM), for inactives: at the highest dose activity change, negative = inhibition, most hits filed as inhibitors. AlphaScreen JMJD2A-Tudor / H3K4me3 peptide binding. actives 4.4% (n = 390,000); further: on the % scale 0 is the no-effect control and ±100 the full control effect; nearly all actives have a fitted effect of over 50% in size
GLS inh: qHTS for Inhibitors of Glutaminase (GLS) | Glutaminase kidney isoform, mitochondrial (Homo sapiens), O94925 | GLS enzymatic activity, qHTS titration | Potency, µM (top dose mostly 45.5 µM), for the others: at the top dose activity change, negative = inhibition, usual class: inhibitors | actives 0.21% (n = 410,000) | AID 624170, 2012; further: on the % scale 0 is the no-effect control and ±100 the full control effect
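Glutamate formation by hKGA was monitored fluorometrically using coupled glutamate oxidase, HRP and Amplex Red. Substrate was added as 1 mM L-glutamine solution; incubation was 30 min at RT after an initial read.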
HP1b chromo inh: HTS for Inhibitors of HP1-beta Chromodomain Interactions with Methylated Histone Tails | Chromobox protein homolog 1 (Homo sapiens), P83916 | AlphaScreen HP1-beta / biotin-H3K9me3 peptide binding | Potency, µM (titrated, usually from 114 µM), inactives show top-dose activity change, negative = inhibition, actives largely listed as inhibitors | actives 0.56% (n = 390,000) | AID 540317, 2011; further: nearly all actives have a fitted effect of over 70% in size; inactives centre near 23
Target sequence (P83916 whole entry, looked up): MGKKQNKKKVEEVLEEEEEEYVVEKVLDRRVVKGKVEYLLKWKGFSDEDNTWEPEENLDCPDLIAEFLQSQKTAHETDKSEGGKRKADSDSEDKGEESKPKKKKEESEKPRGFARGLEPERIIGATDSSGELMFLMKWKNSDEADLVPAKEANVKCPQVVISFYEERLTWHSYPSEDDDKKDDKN
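Compound inhibition of the preformed complex between 50 nM HP1-beta and 50 nM biotinylated H3K9me3 peptide was read by AlphaScreen. Buffer was PBS pH 7.4 with 0.01% Tween-20. Incubations ran 30 min at room temperature, with 10 ug/mL donor/acceptor beads.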
rTrxR1 inhibitor: qHTS Assay for Inhibitors of Mammalian Selenoprotein Thioredoxin Reductase 1 (TrxR1): qHTS; Thioredoxin reductase 1, cytoplasmic (Rattus norvegicus), O89049; recombinant rTrxR1, NADPH fluorescence consumption, selenite substrate; Potency, µM (top dose mostly 114 µM), for inactives: at the top dose activity change, negative = inhibition, usual class: inhibitors; actives 1% (n = 390,000); AID 588453, 2011; further: on the % scale 0 is the no-effect control and ±100 the full control effect; nearly all actives have a fitted effect of over 65% in size
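Rat TrxR1 (90 nM in the dispensed reagent) was pre-reduced with 400 uM NADPH for 5 min at room temperature, then incubated with compound for 15 min. After 400 uM selenite was added, NADPH fluorescence (Ex 340/Em 450 nm) was followed for 8 min.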
Tb PGK inh: qHTS Assay to Find Inhibitors of Phosphoglycerate Kinase; Potency, µM (titrated, usually from 57.5 µM), for inactives: at the highest dose activity change, negative = inhibition, most hits filed as inhibitors; PGK/GAPDH coupled, Kinase-Glo luminescence, 60 min; Phosphoglycerate kinase, glycosomal (Trypanosoma brucei brucei), P07378; actives 0.043% (n = 380,000); further: on the % scale 0 is the no-effect control and ±100 the full control effect; nearly all actives have a fitted effect of over 60% in size
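Luminescent ATP detection (Kinase-Glo Plus) follows a 60-minute room-temperature incubation, with wells lacking PGK as controls. Buffer: 100 mM TEA (pH 7.6), 5 mM MgCl2, 0.01% Tween-20. Coupling enzyme GAPDH (100 nM final) supplies unstable 1,3-BPG in-well.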
Pin1 inhibitor: qHTS Assay to Find Inhibitors of Pin1. Peptidyl-prolyl cis-trans isomerase NIMA-interacting 1 (Homo sapiens), Q13526. Pin1 FP peptide displacement, HiFluor488, 10 min. Potency, µM (highest dose often 115 µM), inactives show at the highest dose activity, negative = inhibition, hits mostly inhibitors. actives 0.009% (n = 390,000); active means well fitted inhibition curve with a large enough effect in the polarisation, with a control signal flat, not every such curve was filed as active; inconclusive means small, poorly fitted or top-dose-only effect, or effect the other way, or a change in a side signal; inactive means no such curve, though single readings can be large or run the other way; the % refers to the polarisation; further: on the % scale 0 is the no-effect control and ±100 the full control effect
Target sequence (Q13526 whole entry, looked up): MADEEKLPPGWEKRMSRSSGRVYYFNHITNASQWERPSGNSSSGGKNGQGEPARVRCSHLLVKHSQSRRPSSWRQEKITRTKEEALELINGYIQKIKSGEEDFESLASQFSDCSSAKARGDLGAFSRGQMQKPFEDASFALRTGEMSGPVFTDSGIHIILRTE
ERG-DNA inh: qHTS for Small Molecule Inhibitors of the ERG Ets/DNA interaction. Transcriptional regulator ERG (Homo sapiens), P11308. fluorescence polarization, His-ERG Ets domain / labelled DNA. Potency, µM (doses to about 76.9 µM), for inactives: top-dose FP activity, negative = inhibition, actives largely listed as inhibitors. actives 0.028% (n = 370,000); active means well fitted inhibition curve with a large enough effect in the polarisation, with a control signal flat; inconclusive means small, poorly fitted or top-dose-only effect, or effect the other way, or a change in a side signal; inactive means no such curve, though single readings can be large or run the other way; the % refers to the polarisation;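 further: polarization taken with two DNA probes labelled with fluorescein and Texas red; % of control where 0% means no effect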
Target sequence (P11308 whole entry, looked up, the tested form may be a part): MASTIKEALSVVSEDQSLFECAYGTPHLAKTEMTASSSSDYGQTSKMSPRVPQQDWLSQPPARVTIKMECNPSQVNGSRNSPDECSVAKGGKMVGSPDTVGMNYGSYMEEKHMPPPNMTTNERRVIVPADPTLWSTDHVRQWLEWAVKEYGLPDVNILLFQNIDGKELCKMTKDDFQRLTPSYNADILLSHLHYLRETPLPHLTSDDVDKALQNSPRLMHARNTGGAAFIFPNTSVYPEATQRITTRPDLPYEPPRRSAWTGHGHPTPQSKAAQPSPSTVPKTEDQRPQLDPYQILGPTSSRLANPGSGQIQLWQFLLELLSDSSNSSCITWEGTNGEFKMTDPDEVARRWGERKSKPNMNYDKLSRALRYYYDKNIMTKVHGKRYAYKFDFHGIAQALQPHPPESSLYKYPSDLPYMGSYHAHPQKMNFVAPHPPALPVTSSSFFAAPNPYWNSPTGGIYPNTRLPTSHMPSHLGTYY
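His-tagged ERG Ets domain (1 uM in the protein solution; 300mM KCl, 50mM Tris-HCl, 1mM EDTA, 1mM DTT, pH 7.5) received compound, then a probe mix of 5 nM fluorescein-DNA and 100nM Texas-615-DNA. Fluorescence polarization was read for both dyes.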
The depositor's hits bear a star; i = inactive; ? = inconclusive; & = joins results of further samples; [ ] = remark or other dose. Unless noted, the call rests on the fitted dose curve; in most records, active means well fitted curve in the direction sought with a large enough effect; inconclusive means small, poorly fitted or top-dose-only effect, or another doubt; inactive means no such curve, though single readings can be large; an effect the other way counts as inactive or inconclusive. Potency means the concentration at half of the fitted maximal effect.

item | SMILES | RGS4 inh | Pin1 inhibitor | GLS inh | 12-LOX inh | ERG-DNA inh | rTrxR1 inhibitor | HP1b chromo inh | Tb PGK inh | JMJD2A Tudor inh
1 | COc1cccc(CSc2nnc(-c3ccncc3)n2N)c1 | -5% | 8% | -3% | 6% | 2% | 15%[57.1 µM] | 24% | 19% | 1%
2 | O=C(CCNS(=O)(=O)c1c(Cl)cccc1Cl)N1CCCC1 | 13% | -1% | -5% | 350%[activator] | -6% | 21% | 47%[activator] | 3% | -6%
3 | CCn1c(CNc2nc(-c3ccccc3)cs2)nnc1SCC(=O)NCc1ccccc1 | -15% | 4% | 5% | 2% | 6% | 31% | -15% | -10% | ?
4 | Cc1nc(C)c(-c2csc(NCc3ccco3)n2)s1 | -51% | 0% | -5% | -5% | -5% | 1%[57.1 µM] | -18% | i | ?
5 | Cc1cccc(Cn2c(N3CCCCC3C)nc3c2c(=O)[nH]c(=O)n3C)c1 (configuration not stated) | -5% | 4% | -4% | -1% | 0% | 7% | 10% | -4% | -26%
6 | Cc1ccc(C2CCN(C(=S)NC(C)C)C2)cc1 (configuration not stated) | -5% | -2% | -9% | 1% | -1% | 10% | 49%[activator] | -5% | ?
7 | CCC(=O)Nc1cc(=O)[nH]c2ncnn12 | 38% | -1% | -8% | -13% | 1% | 2% | 13% | 2% | -17%
8 | C=CC(=O)N1CCCC(Nc2nc(Nc3ccc(N(C)C(=O)CC)cc3C)nc3nc[nH]c23)C1 (configuration not stated) | -13% | -2% | 1% | ? | -13% | 25% | 36% | -3% | -19%
9 | Cc1cc2cc(CN(CCCN3CCOCC3)C(=O)NC3CCCCC3)c(=O)[nH]c2cc1C | -5% | 1% | 1% | ? | -18% | 20%[57.1 µM] | 10% | -14% | -21%
10 | CCC1CCCCN1CCCNC(=O)CC1Oc2ccccc2NC1=O (configuration not stated) | 7% | -9% | 0% | 3% | 1% | 4% | 38%[activator] | -5% | -15%
11 | COCCCNCC(O)C(F)(F)F (configuration not stated) | -4%[56.9 µM] | -8% | -12% | -2% | -13% | 11% | 73%[activator] | i | -4%
12 | C[C@H](CO)N1C[C@H](C)[C@@H](CN(C)C(=O)Nc2ccc(C(F)(F)F)cc2)Oc2ccc(NC(=O)C3CC3)cc2C1=O | 3% | -3% | 0% | -14% | 2% | 10% | 69%[activator] | i | -6%
13 | CCc1ccc(NC(=O)Nc2ccon2)cc1 | -11% | -7% | -5% | 47%[activator] | 6% | 28% | 30% | -1% | -12%
14 | CSCC[C@H](NC(=O)OCc1ccccc1)C(=O)O | 5% | 5% | 2% | 21% | -11% | 6% | 5% | i | ?
15 | CCOC(=O)c1cc(NC(=O)c2cccnc2)ccc1N1CCOCC1 | -7% | 5% | -10% | 0% | 12% | 20%[57.1 µM] | ? | 8% | 4%
16 | O=C(COc1ccc(F)cc1)Nc1nnc(SCc2cc(=O)n3ccccc3n2)s1 | -34% | ? | -12% | -12% | 0% | 6%[57.1 µM] | 28%[57 µM] | i | 4%
17 | CC1=C(C(=O)Nc2ccccc2)C(c2ccco2)NC(=S)N1 (configuration not stated) | -19% | 2% | -1% | -8% | 0% | -16% | 9% | -4% | -3%
18 | CN(c1nc2c(c(=O)n(C)c(=O)n2C)n1CC(=O)c1ccccc1)C1CCCCC1 | 9% | 0% | -1% | -9% | -5% | 11%[57.1 µM] | 9% | -2% | -28%
19 | CNc1ncc(C(=O)c2ccc(Cl)cc2)s1 | 5% | -4% | 7% | ? | -3% | 0% | 21% | -8% | -15%
20 | CCN(CC)CCCNC(=O)CSc1nc2nc(C)c(Cc3ccccc3C)c(C)n2n1 | -5% | 3% | 9% | 10% | 2% | 14% | 40%[activator] | -2% | -3%
21 | O=C(c1cc[n+]([O-])cc1)N1CCCC(N2CCN(c3cccc(C(F)(F)F)c3)CC2)C1 (configuration not stated) | 15% | -1% | 14% | 52%[activator] | -1% | 20% | -9% | -10% | -7%
22 | CC1(C)CC(=O)C2=C(C1)OC(N)=C(C#N)[C@@H]2c1ccccc1[N+](=O)[O-] | -39% | ? | 13% | -26% | 13% | 20µM* | -9% | 4% | -9%
23 | COc1cc(Cl)c(C)cc1NC(=O)c1cn(CC(C)C)c(=O)c2cc(OC)c(OC)cc12 | -19% | ? | -9% | 0% | -24% | 3% | 80%[activator] | -2% | 3%
24 | CCn1c(SCC(=O)Nc2ccc(C(C)=O)cc2)nc2nc3c(cc2c1=O)COC(C)(C)C3 | 2% | -5% | 0% | 8%&8% | 0% | 21% | 23% | -7% | -24%
25 | CCc1ccc(/C=C2\SC(=S)N(CCCC(=O)Nc3ccccn3)C2=O)cc1 | -22% | ? | -4% | 74% | -3% | 12%[57.1 µM] | ? | -7% | ?
26 | CC1=CC(C)(C)N(C(=O)CSc2nnc(N)s2)c2cc(C)c(C)cc21 | -21% | 0% | -18% | 13% | 2% | 7% | 28% | -10% | -19%
27 | Cc1nc2c(C#N)cnn2c2c1CCN(Cc1ccccc1)N2C | -20% | -1% | -8% | -15% | -4% | 24%[57.1 µM] | 12% | -1% | -18%
28 | O=C(O)c1cc(S(=O)(=O)Nc2ccc3cn[nH]c3c2)ccc1O | -5% | -15% | 8% | ? | 8% | 18% | 43%[activator] | -7% | 4%
29 | Cc1ccc(NC(=O)COC(=O)C2CCN(c3ccc(C(F)(F)F)cn3)CC2)cc1 | 8% | -2% | -13% | 58%[activator] | 7% | 31% | 52%[activator] | -9% | 1%
30 | O=C(NCc1cccnc1)C1CCN(Cc2cc3ccccc3n2Cc2ccccc2)CC1 | -37% | -2% | 0% | -3% | 0% | 7%[57.1 µM] | 13% | -9% | ?
31 | C[C@]12CC[C@H](O)CC1=C[C@H](O)C1C2CC[C@@]2(C)C1CC[C@@]2(O)C#Cc1ccc(CN)cc1 (some centres not stated) | -5% | 15% | -4% | -23% | 3% | 12% | 10% | -6% | -19%
32 | N#Cc1ccccc1OCC(=O)NNC(=O)CCC1CCCC1 | -16% | -2% | -1% | -4% | -6% | 6%[57.1 µM] | 39%[activator] | -4% | 1%
33 | Cc1nn(Cc2cccc(F)c2)c(C)c1NC(=O)c1ccc(COc2ccccc2Cl)cc1 | -16% | 6% | -11% | ? | 1% | 13% | 25% | i | -18%
34 | Cc1ccc(C)c(OCCC(=O)OCc2csc(CC(=O)Nc3ccccc3C)n2)c1 | 12% | 22% | -7% | -12% | 0% | 10% | 36% | 0% | 6%
35 | CCc1ccc(NC(=O)Cn2c(=O)n(Cc3ccco3)c(=O)c3oc4ccccc4c32)cc1 | 16% | -2% | 4% | -19% | 0% | -9% | 33% | i | -8%
36 | O=C(NC1CCCC1)c1cc(-c2ccc(Cl)cc2Cl)on1 | -12% | -8% | -21% | 21% | -4% | ? | 34% | -5% | 1%
37 | CCOC(=O)c1cnn2c(C)cc(-c3ccccc3)nc12 | -20% | 0% | 2% | 0% | 4% | -23% | 34%[activator] | -10% | 1%
38 | O=C(CSc1ncn[nH]1)Nc1ccccc1Sc1ccc(Cl)cc1 | 2% | -11% | -10% | 32%[activator] | 3% | -4% | 36% | i | -24%
39 | CC(=O)Nc1ccc(S(=O)(=O)NCc2ccc(C)cc2)cc1 | -33% | -3% | -2% | 4% | -2% | 12% | 59%[activator] | i | -15%

Source: PubChem BioAssay

Only part of the results is shown. The share of hits here may be higher or lower than overall.
